GRK2 aptamer HTS = blocks RNA aptamer binding to human GRK2 | bead flow cytometry, FAM-aptamer displacement from GRK2 | inhibition of aptamer binding, % at 10 µM | 330,000 compounds, 0.59% hits | P25098;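 active means inhibition of aptamer binding above 40%, roughly 3 SD of noise, on plates passing a quality check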;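 further: median bead fluorescence of bound FAM aptamer so fluorescent compounds give negative values; no value below 0 was filed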
Target sequence (P25098 whole entry, looked up): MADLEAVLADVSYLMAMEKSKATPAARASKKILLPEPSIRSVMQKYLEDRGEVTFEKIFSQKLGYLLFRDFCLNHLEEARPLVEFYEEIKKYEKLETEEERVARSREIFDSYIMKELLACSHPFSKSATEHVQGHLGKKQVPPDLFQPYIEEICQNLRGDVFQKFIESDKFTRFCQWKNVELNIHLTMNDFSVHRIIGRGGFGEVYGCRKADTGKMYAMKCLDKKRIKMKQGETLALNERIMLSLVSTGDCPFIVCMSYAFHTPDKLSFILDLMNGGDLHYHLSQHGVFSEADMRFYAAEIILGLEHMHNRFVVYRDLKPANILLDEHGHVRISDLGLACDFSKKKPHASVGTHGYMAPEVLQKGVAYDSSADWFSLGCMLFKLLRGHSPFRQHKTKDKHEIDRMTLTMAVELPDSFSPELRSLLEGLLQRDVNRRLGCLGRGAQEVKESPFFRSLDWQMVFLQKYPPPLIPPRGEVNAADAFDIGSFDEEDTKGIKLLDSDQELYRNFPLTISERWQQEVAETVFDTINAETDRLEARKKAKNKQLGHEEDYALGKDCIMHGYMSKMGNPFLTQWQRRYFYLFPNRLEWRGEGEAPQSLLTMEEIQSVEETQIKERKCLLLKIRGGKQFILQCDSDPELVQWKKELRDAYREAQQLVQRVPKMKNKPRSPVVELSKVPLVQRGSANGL
VLA-4 inh = inhibition in a human VLA-4 binding assay | inhibition, % (about 7 µM as worked out from the volumes in the protocol) | 330,000 compounds, 0.2% hits | P13612 | VLA-4 expressing cells, ligand binding flow cytometry | AID 2557; in the data active means inhibition above about 50%
JMJD2C inh = inhibitors of human GASC-1 (JMJD2C) demethylase; Q9H3R0; GST-JMJD2C(1-420) H3K9me3 demethylation, DELFIA europium; inhibition, % at 2.35 µM; 330,000 compounds, 0.069% hits; AID 2099;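 active means more than half of a compound's replicate wells show inhibition beyond 50%, single wells judged on their own value; inconclusive means some, but no more than half, of replicates pass 50% inhibition; inactive means no replicate passes 50% inhibition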;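 further: signal counts dimethyl H3K9 product captured on neutravidin plate; 0% = median of DMSO wells and 100% = 0.3 times that DMSO median; strong numbers were not always called active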
CIT2 TOR yeast = yeast TOR pathway CIT2-GFP modulation | GFP response vs DMSO, % at 10 µM | 320,000 compounds, 0.065% hits | S. cerevisiae CIT2-GFP strain, flow cytometry, 3 h; 100 means same as DMSO wells;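 active means GFP response relative to DMSO above a set limit, near the screen mean plus 3 SD, cut at about 150% in these data; inconclusive means Fewer than 70 cells measured for a yeast strain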;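 further: ratio of well median GFP fluorescence to mean of DMSO wells on the plate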
RPL19A TOR yeast = alters RPL19A-GFP fluorescence in TOR pathway yeast screen; S. cerevisiae RPL19A-GFP strain, flow cytometry, 3 h; stronger effect = lower value; percent response vs DMSO, % at 10 µM; 330,000 compounds, 0.3% hits; AID 2025;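 active means percent response vs DMSO below 50%; inconclusive means fewer than 70 events counted for the yeast strain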;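 further: median channel GFP fluorescence of the barcoded RPL19A-GFP strain; ratio of sample median GFP to plate DMSO average so 100% = DMSO; lower means less RPL19A-GFP as with rapamycin TOR inhibition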
MEP2 TOR yeast = yeast TOR pathway MEP2-GFP modulation; S. cerevisiae MEP2-GFP strain, flow cytometry GFP, 3 h; 100% = DMSO control level; GFP response vs DMSO, % at 10 µM; 330,000 compounds, 0.51% hits; AID 2016;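 active means GFP response versus DMSO above a set limit, roughly screen mean plus 3 SD, cut at about 180% in these data; inconclusive means fewer than 70 cells counted for a yeast strain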;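 further: median GFP fluorescence of the barcode-gated MEP2-GFP cells per well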
LAP4-GFP MLPCN = yeast TOR pathway LAP4-GFP modulation; S. cerevisiae LAP4-GFP multiplex, flow cytometry GFP, 3 h; median GFP as percent of DMSO wells; GFP response vs DMSO, % at 10 µM; 320,000 compounds, 0.34% hits; AID 2023;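 active means GFP response vs DMSO above a set limit, about the screen mean plus 3 SD, cut at about 150% in these data; inconclusive means under 70 cell events counted for the yeast strain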
AGP1 TOR yeast = modulators of TOR pathway AGP1-GFP in S. cerevisiae | S. cerevisiae AGP1-GFP multiplex flow cytometry, 3 h; GFP as percent of DMSO wells | GFP response vs DMSO, % at 10 µM | 320,000 compounds, 0.02% hits;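 active means GFP response relative to DMSO above a set limit, near screen average plus 3 SD, cut at about 150% in these data; inconclusive means fewer than 70 cells counted for the yeast strain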;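 further: median GFP channel fluorescence of the gated AGP1 strain per well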
* hit, by the source's call; i = inactive; u = inconclusive; x = not tested or not shown; & = joins results of further samples; [ ] = another dose, or the depositor's remark.

compound	GRK2 aptamer HTS	VLA-4 inh	JMJD2C inh	CIT2 TOR yeast	RPL19A TOR yeast	MEP2 TOR yeast	LAP4-GFP MLPCN	AGP1 TOR yeast
CC(C)COc1ccc(C(=O)OCCN2CCCCC2)cc1	0	5	-13	97	99	100	99	100
N=c1n(CCN2CCCCC2)c2ccccc2n1CC(O)c1ccco1 (stereo unspecified)	0	-1	-5	97	101	94	107	104
Cc1cc(C)n(CC(=O)Nc2ccccc2)n1	2	-4	-13	101	97	97	102	97
NC12CC3CC(C1)CC(CC(=O)O)(C3)C2	0	6	26	116	96	109	107	97
Cc1nc(=O)c(-c2ccccc2)c(C)n1CC1CCCO1 (stereo unspecified)	1	-8	16	102	96	100	101	96
CCc1c(C)c2ccc(OCC(N)=O)cc2oc1=O	0	-1	-2	96	97	89	84	96
CC(C)N1C(=O)c2ccccc2N(Cc2ccccc2)S1(=O)=O	4	22	2	88	96	95	111	91
O=[N+]([O-])c1cccc2c(N3CCOCC3)ccnc12	0	-1	22	98	101	92	99	102
COc1ccccc1CNC(=O)COC(=O)Cc1ccc(Cl)cc1	2	-5	6	95	100	107	93	95
CCC(C)c1ccccc1OCC(=O)NN1C(=O)c2ccccc2C1=O (stereo unspecified)	2	4	-9	96	104	111	100	96
COc1ccc(NC(=O)Cc2ccc(C)c(C)c2)cc1Cl	0	6	1	86	99	112	103	100
COc1ccc(C(NC(=O)/C=C/c2ccco2)c2ccc(OC)c(OC)c2)cc1OC	9	11	-3	109	103	99	113	104
O=C(NCCOc1ccc(Cl)cc1)c1cccc(S(=O)(=O)N2CCCC2)c1	0	6	3	91	99	106	114	104
CCOC(=O)c1ccc(NC(=O)c2ccccc2[N+](=O)[O-])cc1	0	11	-2	101	108	97	107	105
COc1ccccc1CCC(=O)Nc1ccc(C)cc1Cl	0	-3	9	99	105	102	107	91
CC(c1ccon1)N(C)C(=O)c1ccc(OC2CCN(C(=O)C3CC3)CC2)cc1 (stereo unspecified)	3	38	-2	106	104	103	102	106
CCc1ccc(C(=O)COC(=O)[C@@H](NC(N)=O)[C@@H](C)CC)cc1	0	8	7	95	97	99	95	97
C=CCn1c(C(C)NC(=O)c2ccccc2)n[nH]c1=S (stereo unspecified)	1	0	-2	92	97	104	101	98
CCOC(=O)c1ccccc1NC(=O)c1cccc(F)c1	0	-6	-1	97	94	94	87	89
Cc1cc(C(=O)Nn2c(-c3ccncc3)nc3ccccc3c2=O)ccc1[N+](=O)[O-]	0	-1	8	99	99	107	102	101
Cc1ccc(-c2nnc(SCC(N)=O)n2C)cc1	0	-1	-9	95	96	98	102	108
Cc1cccc(NC(=O)CN(C)S(=O)(=O)c2cccc3nsnc23)c1C	0	29	0	106	100	106	104	101
O=C(NCc1ccccn1)c1cc(S(=O)(=O)N2CCN(c3ccccc3)CC2)ccc1Cl	0	10	-18&-6	94	102	104	104	103
Cc1ccc(C(=O)C[n+]2cc(-c3ccccc3)n3c2CCCCC3)cc1	7&0	6&8	13&-1	101&103	108&104	110&103	99&109	107&107
CC1CCC(NC(=O)c2ccc(NS(=O)(=O)c3ccc4[nH]c(=O)[nH]c4c3)cc2)CC1 (stereo unspecified)	2	3	-1	108	103	104	108	107
COc1n[nH]c(C(=O)NCc2ccccc2)c1[N+](=O)[O-]	1	10	1	88	96	94	82	94
O=C(Nc1cccnc1Cl)c1cc(-c2ccc(F)cc2)on1	1	-4	-2	100	103	102	115	103
CSC(=Nc1cccc(C)c1)NC#N	0	15	7	102	102	97	89	95
CC(C)c1nnc(SCC(=O)NCc2ccc3c(c2)OCO3)n1C	1	6	6	91	97	99	95	99
COc1ccc(-c2cn3cccnc3n2)cc1NC(=O)C(C)C	0	3	8	110	89	97	109	98
Cc1c2c(n3c(nc4ccccc43)c1C#N)N(CCN1CCOCC1)CC2	2	-5	2	107	95	90	99	104
CCOC(=O)c1ccc(NS(=O)(=O)c2c(C)[nH]c(C)c2C(=O)N2CCCCC2)cc1	0	26	59	110	99	103	101	105
O=CNCCCc1nc2ccccc2n1Cc1ccccc1	1	11	-10	109	114	112	112	114
Cc1cc2c(cc1C)C(c1ccccc1OC(C)C)CC(=O)N2 (stereo unspecified)	0	3	-1	106	104	108	97	107
Cc1ccc(S(=O)(=O)N2CCOCC2)cc1NC(=O)CSc1cccc[n+]1[O-]	8	4	16	107	106	96	88	99
O=C(COc1ccc(S(=O)(=O)N2CCOCC2)cc1Cl)NCc1ccco1	0	3	2	102	108	110	119	102
CN1CCN(C(=O)c2cc(=O)c3cc(Cl)cc(Cl)c3o2)CC1	0	-5	-4	92	102	106	99	96
Cc1ccc(O)c(C(=O)c2coc(=N)c(C(=O)NC(C)C)c2)c1	1	-11	-8	u	22*[may fluoresce violet]	274*[may fluoresce violet]	118[may fluoresce violet]	u
O=C(Cn1cnc([N+](=O)[O-])c1)NC1CCCC1	0	-8	-1	99	102	97	91	98
Cc1cc(C)cc(NC(=O)C(c2ccccc2)N2CCN(CC(=O)NC3CC3)CC2)c1 (stereo unspecified)	1	8	-5	101	103	107	106	107
CCOc1ccc(-n2c(=O)[nH]cc(C(=O)N3CCCc4ccccc43)c2=O)cc1	1	-1	69	101	100	101	100	103
Cc1nc(Nc2ccccc2)c2oc3ccc(Cl)cc3c2n1	0	8	-4	97	103	115	106	92
Cn1nc(-c2ccccc2)c2nc3ccccc3nc21	13	i	-4	92[may fluoresce red]	u	u	u	x
CSc1ccc(C2=CC(=O)C[C@H](c3ccc(F)cc3)C2)cc1	0	0	5	86	97	99	107	94
CCc1nc(SCC(=O)Nc2c(C)n(C)n(-c3ccccc3)c2=O)n[nH]1	2	15	x	102	103	107	109	109
CC1Cc2ccccc2N1S(=O)(=O)c1cnc(Cl)c(Br)c1 (stereo unspecified)	1	12	0	98	95	95	97	98
O=C(CN1CCN(S(=O)(=O)c2ccc(Br)cc2)CC1)Nc1ccc(F)cc1F	0	12	5&6	103	111	108	111	114
COc1cc(O)c(C(CCN2CCCC2)c2ccc3c(c2)OCO3)c(OC)c1 (stereo unspecified)	1	18	-7	97	98	99	86	105
O=C(NC(=S)N1CCN(c2ccc(C(F)(F)F)cc2[N+](=O)[O-])CC1)c1cccs1	4	9	1	97	102	103	106	98
c1ccc(-n2nnnc2NCCc2c[nH]c3ccccc23)cc1	0	-6	1	105	102	106	106	106
Cc1cc(C)nc(SCC(=O)Nc2ncc(C(F)(F)F)cc2Cl)n1	6	6	-31	96	106	97	93	97
Cc1c(C)n(CCc2ccccc2)c2ncnc(NCCO)c12	0	38	-19	103	99	120	92	84
CCOc1ccccc1N(CC(=O)N/N=C(\C)c1cccc(Br)c1)S(C)(=O)=O	1	-2	6	103	96	99	101	100
CC1(C)CC(=O)C2=C(C1)NC(SCC(N)=O)=C(C#N)C21CCCCC1	2	-7	-2	92	100	102	104	100
NC(=O)NCc1cccs1	0	6	-4	101	98	100	104	106
COc1ccc(-c2csc(Nc3cc(C)ccn3)n2)cc1OC	0	-2	6	105	103	106	91	100
Cc1ccc(C(=O)O/N=C2/CC3CCC2(C)[C@@]3(C)CBr)cc1 (stereo partly specified)	0	-2	3	95	100	98	110	108
COc1cccc(/C=C2\SC(=O)NC2=O)c1OCc1ccc(C(=O)O)cc1	0	-1	-10	92	86	90	87	91
CCS(=O)(=O)c1ccc(O)c(NC(=O)c2ccc(S(=O)(=O)N3CCCCCC3)cc2)c1	0	-8	1	90	94	97	96	99
CN(CC(=O)Nc1ccc(Cl)c(C(F)(F)F)c1)C(=O)c1ccc2c(c1)OCCO2	1	2	34	107	102	103	107	106

The results go on:
compound	GRK2 aptamer HTS	VLA-4 inh	JMJD2C inh	CIT2 TOR yeast	RPL19A TOR yeast	MEP2 TOR yeast	LAP4-GFP MLPCN	AGP1 TOR yeast
O=C(CN1CCOCC1)N1CCN(c2ccc([N+](=O)[O-])cc2)CC1	0	-9	4	81	80	66	74	81
Cc1cc(C)cc(NC(=O)CSc2nnc(CNC(=O)c3ccco3)o2)c1	0	-1	5	110	105	105	102	106
CC(C)(C)N1C(=O)c2ccccc2NC(=O)N1Cc1ccccc1	3	30	-2	x	104	96	91	103
O=C(Nc1ccc(Br)cc1)C1CCN(C(=O)c2ccco2)CC1	1	7	7	96	100	104	107	100
CCn1c(=O)cc(OCC(=O)NCc2cccs2)c2ccccc21	2	2	-7	99	100	101	105	100
CC(=O)Nc1ccc(NC(=O)C(C)OC(=O)C2CCN(S(=O)(=O)c3ccc4c(c3)OCCO4)CC2)cc1 (stereo unspecified)	0	4	2	101	104	104	111	110
CCSCCOC(=O)C1=C(C)N(C)C(=O)NC1c1cc(OC)ccc1OC (stereo unspecified)	0	8	2	100	102	103	106	104
Cc1c(C)c2ccc(OC(C)C(=O)NCCCn3ccnc3)c(C)c2oc1=O (stereo unspecified)	2	9	23	104	95	112	95	96
O=C(Cc1ccccc1)NCCc1cnc[nH]1	0	32	4	107	105	110	97	98
CCc1ccc(-c2cc3c(=O)n(CC(=O)NCCCN4CCN(C)CC4)ncn3n2)cc1	0	-7	6	91	92	90	93	88
COc1ccccc1OCc1nc2ccccc2n1C	0	-9	2	100	94	105	84	88
COc1cccc2sc(N(CCN(C)C)C(=O)c3ccc(S(=O)(=O)N4CCCC4)cc3)nc12	0	26	-1	94	99	107	105	103
